FXIa inh 1536: inhibitors of human coagulation factor XIa; P03951; purified FXIa, Boc-Glu-Ala-Arg-AMC fluorogenic substrate; inhibition, % at 5 µM; 220,000 compounds, 0.14% hits; AID 798;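 active means inhibition of at least 40%; inactive means inhibition below 40%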;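 further: fluorescence of freed AMC excited at 355 nm; 0% = enzyme without compound and 100% = no enzyme blank; many of its hits are not listed in these tables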
Furin inh: blocks human furin protease activity | AID 463115 | 220,000 compounds, 0.061% hits | inhibition, % at 30 µM | purified furin, fluorogenic substrate cleavage | P09958; in the data active means inhibition above about 25%; further: inactives centre near -15
Wee1 degr inh: blocks degradation of human Wee1 kinase; P30291; HeLa Luc-Wee1K328M stability, luciferase luminescence; 100% = proteasome inhibitor MG132 effect; reporter increase, % at 5 µM; 220,000 compounds, 1.2% hits;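 active means activation above the mean of all tested compounds plus 3 SD, set per screening run, cut at about 8.8% in these data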;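 further: cells exposed to compound for 20 h before luminescence read; 0% = DMSO alone and 100% = MG132 at 30 µM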
Target sequence (P30291 whole entry K328M): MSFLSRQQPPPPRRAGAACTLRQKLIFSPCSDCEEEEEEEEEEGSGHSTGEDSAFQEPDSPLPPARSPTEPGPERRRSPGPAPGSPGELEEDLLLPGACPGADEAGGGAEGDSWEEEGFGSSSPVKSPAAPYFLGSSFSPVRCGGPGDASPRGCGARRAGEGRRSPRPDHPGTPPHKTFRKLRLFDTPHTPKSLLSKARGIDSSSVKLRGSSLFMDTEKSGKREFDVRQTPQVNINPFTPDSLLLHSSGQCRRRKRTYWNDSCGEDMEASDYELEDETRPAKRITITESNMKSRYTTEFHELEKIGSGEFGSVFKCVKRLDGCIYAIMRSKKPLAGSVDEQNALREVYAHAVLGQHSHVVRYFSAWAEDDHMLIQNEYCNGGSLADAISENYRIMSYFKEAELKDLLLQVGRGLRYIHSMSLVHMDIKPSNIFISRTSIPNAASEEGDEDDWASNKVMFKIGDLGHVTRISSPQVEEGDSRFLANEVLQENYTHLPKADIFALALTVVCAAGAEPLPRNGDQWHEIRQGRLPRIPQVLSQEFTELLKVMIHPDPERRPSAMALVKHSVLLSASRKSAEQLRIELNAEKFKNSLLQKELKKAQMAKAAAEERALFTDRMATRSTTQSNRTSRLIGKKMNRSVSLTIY
Thrombin inh: inhibitors of human thrombin | 220,000 compounds, 0.26% hits | AID 1046 | alpha-thrombin, Boc-VPR-AMC fluorogenic substrate cleavage | inhibition, % at 5 µM;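 active means inhibition at or above 40%; inactive means inhibition below 40%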;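 further: 0% = enzyme with no compound and 100% = wells without enzyme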
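Material: human alpha-thrombin enzyme / Medium: pH 7.5 Tris (50 mM) with NaCl 150 mM, Tween 20 0.05% / Compound: single-point dosing at 5 µM, 0.2% DMSO / Incubation: enzyme reaction carried out at room temperature / Detection: AMC fluorescence, 355/460 nm / Read-out basis: percent inhibition scaled between no-compound controls and no-enzyme blanks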
KLK5 inh: inhibitors of human kallikrein 5 | AID 873 | inhibition, % at 5 µM | recombinant hK5, fluorogenic AMC substrate cleavage | Q9Y337 | 210,000 compounds, 0.59% hits;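 active means inhibition of 40% or more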;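 further: 0% = enzyme controls without compound and 100% = no-enzyme blanks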
Target sequence (Q9Y337 67-293 limits assumed): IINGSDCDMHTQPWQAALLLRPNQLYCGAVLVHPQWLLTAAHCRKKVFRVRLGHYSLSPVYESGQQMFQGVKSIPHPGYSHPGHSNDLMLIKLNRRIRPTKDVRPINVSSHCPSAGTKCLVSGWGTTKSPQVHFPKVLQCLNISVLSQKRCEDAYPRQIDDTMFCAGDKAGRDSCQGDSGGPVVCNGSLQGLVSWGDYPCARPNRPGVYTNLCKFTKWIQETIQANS
PERK inh: inhibitors of human PERK kinase; Q9NZJ5; CHO PERK-DD fusion, SEAP luminescence translation reporter; inhibition, % at 5.6 µM; 220,000 compounds, 0.17% hits; AID 1416;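 active means inhibition above the mean inhibition of all tested compounds plus 3 SD, set separately per screening campaign, cut at about 2.9% in these data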;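 further: PERK kinase domain activated by AP20187 dimerizer at 100 nM; 0% = DMSO with dimerizer and 100% = rapamycin at 8.4 µM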
p97 ATPase inh: human p97 ATPase inhibition | recombinant p97 ATPase, Kinase-Glo ATP luminescence, 3 h | inhibition, % at 8 µM | 220,000 compounds, 0.42% hits | AID 1481; in the data active means inhibition above about 15%;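 further: 0% = DMSO vehicle and 100% = wells lacking enzyme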
KCC2 mod: KCC2 (human) Cl- transport modulation; Q9H2X9; KCC2 cells, thallium flux FluoZin-2 fluorescence; B-score of Tl+ flux slope (higher = more flux/activation; lower = inhibition) at 10 µM; 190,000 compounds, 2.2% hits; AID 1456;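 active means thallium flux slope and its plate-corrected score both differing from the plate sample mean at a set confidence after two filtering rounds, in either direction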;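 further: slope of fluorescence scaled to starting intensity during 10 to 20 s after thallium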
FXIIa inh: inhibitors of human coagulation factor XIIa; P00748; purified FXIIa, Boc-QGR-AMC fluorogenic substrate, 2 h; AID 800; inhibition, % at 5 µM; 220,000 compounds, 0.3% hits; in the data active means inhibition above about 40%;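 further: 0% = enzyme with no compound and 100% = blank without enzyme; many of its hits are not listed in these tables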
An asterisk follows results filed as active; . = no result given; [ ] = dose if it differs, or a comment.

The opening ten entries, ahead of the listing:
Results follow in this order: Wee1 degr inh, KLK5 inh, Furin inh, p97 ATPase inh, KCC2 mod, FXIIa inh, PERK inh, Thrombin inh, FXIa inh 1536
> CCCN(CCC)CC(O)CN(c1cc([N+](=O)[O-])ccc1OC)S(=O)(=O)c1ccccc1 (stereo not drawn)
    0, -11, -17[20 µM], 2, -1.1, 1, -1.3, 5, 8
> Cc1cc(Br)c(NC(=O)c2ccccc2[N+](=O)[O-])cc1C
    -3, 0, -20, 0, 0.066, 11, 0.3, 6, -1
> O=C(O)C1CC(=O)N(C2CCCCC2)C1c1ccccc1 (stereo not drawn)
    0, 0, -31[20 µM], 4, ., -10, 0.8, -5, -8
> OCCC1CN(Cc2cc3c(cc2Cl)OCO3)CCN1Cc1ccccc1 (stereo not drawn)
    -1, ., -31, -3, 0.11, 10, -0.1, 2, 1
> Cn1nc(C(=O)NCc2ccco2)c2ccccc2c1=O
    -1, -1, -13, 0, ., 14, 1.0, 2, 5
> CC(/C=N/NC(=O)Cc1cccs1)=C\c1ccco1
    1, -12, 0[20 µM], -1, 0.068, 12, 0.7, 3, 2
> Cc1nn(Cc2ccccc2Cl)c(C)c1NC(=O)CCCn1nc([N+](=O)[O-])c(Cl)c1C
    3, -18, -11, -6, -0.098, 7, -0.1, -6, -1
> COc1ccc(-c2noc(C3CCCN(S(=O)(=O)c4cccc(Cl)c4)C3)n2)cc1OC (stereo not drawn)
    -3, -2, -17, 7, ., 16, 0.9, 3, 3
> O=C(O)CNC(=O)C(c1ccccc1)c1ccccc1
    -3, -1, -17, 5, 0.6, 3, 0.6, -1, 0
> Cc1ccc(C2(c3noc(CN(C)Cc4cnn(C)c4)n3)CCCC2)cc1
    -2, 4, -22, 1, 0.28, 12, 1.2, 7, 3

This part in full (from the top)
Results follow in this order: Wee1 degr inh, KLK5 inh, Furin inh, p97 ATPase inh, KCC2 mod, FXIIa inh, PERK inh, Thrombin inh, FXIa inh 1536
> CCCN(CCC)CC(O)CN(c1cc([N+](=O)[O-])ccc1OC)S(=O)(=O)c1ccccc1 (stereo not drawn)
    0, -11, -17[20 µM], 2, -1.1, 1, -1.3, 5, 8
> Cc1cc(Br)c(NC(=O)c2ccccc2[N+](=O)[O-])cc1C
    -3, 0, -20, 0, 0.066, 11, 0.3, 6, -1
> O=C(O)C1CC(=O)N(C2CCCCC2)C1c1ccccc1 (stereo not drawn)
    0, 0, -31[20 µM], 4, ., -10, 0.8, -5, -8
> OCCC1CN(Cc2cc3c(cc2Cl)OCO3)CCN1Cc1ccccc1 (stereo not drawn)
    -1, ., -31, -3, 0.11, 10, -0.1, 2, 1
> Cn1nc(C(=O)NCc2ccco2)c2ccccc2c1=O
    -1, -1, -13, 0, ., 14, 1.0, 2, 5
> CC(/C=N/NC(=O)Cc1cccs1)=C\c1ccco1
    1, -12, 0[20 µM], -1, 0.068, 12, 0.7, 3, 2
> Cc1nn(Cc2ccccc2Cl)c(C)c1NC(=O)CCCn1nc([N+](=O)[O-])c(Cl)c1C
    3, -18, -11, -6, -0.098, 7, -0.1, -6, -1
> COc1ccc(-c2noc(C3CCCN(S(=O)(=O)c4cccc(Cl)c4)C3)n2)cc1OC (stereo not drawn)
    -3, -2, -17, 7, ., 16, 0.9, 3, 3
> O=C(O)CNC(=O)C(c1ccccc1)c1ccccc1
    -3, -1, -17, 5, 0.6, 3, 0.6, -1, 0
> Cc1ccc(C2(c3noc(CN(C)Cc4cnn(C)c4)n3)CCCC2)cc1
    -2, 4, -22, 1, 0.28, 12, 1.2, 7, 3
> Nc1nnc(SCc2cn3cc(Cl)ccc3n2)s1
    6, -7, -17, 5, -0.63, -1, 1.4, -6, -6
> COc1ccc(C(=O)NNC(=O)c2ccc(S(=O)(=O)N3CC(C)OC(C)C3)cc2)cc1 (stereo not drawn)
    0, -8, -20, 0, -0.61, 3, 0.3, 4, -3
> O=C(c1ccccc1)N(C1=NCCCCS1)c1ccccc1
    -4, -12, -22, -2, -0.42, 9, 0.6, -9, 0
> O=C(Nc1ccc(Cl)cc1)C1CCCN(S(=O)(=O)c2cnc[nH]2)C1 (stereo not drawn)
    1, -4, -34, 3, ., 15, -0.3, 2, 7
> CCN(CC)S(=O)(=O)c1ccc(S(=O)(=O)N2CCN(CCC#N)CC2)cc1
    0, 1, -23, 0, -0.71, 14, 0.9, 2, 8
> Cc1ccc(N(Cc2ccc(C(=O)NCCSc3ccccn3)cc2)S(C)(=O)=O)cc1C
    1, -25, -2, 0, -0.76, 4, -0.9, -7, 0
> O=c1[nH]c(-[n+]2ccccc2)c(/C=N/NC([S-])=Nc2ccccc2)s1
    -1, 44*, 9, 4, 1, 3, -0.5, -5, -12
> Cc1nc(CS(=O)(=O)c2ccccn2)sc1C(=O)NNC(=O)c1ccc(Cl)cc1
    8, 4, -20, 7, 0.3, 8, 1.5, -1, 1
> COc1cccc(NC(=O)COC(=O)c2ccccc2F)c1
    0, -8, -21, 6, 0.35, 8, 1.5, -11, -2
> Cc1ccc(Oc2nc(-c3ccccc3)ncc2S(C)(=O)=O)cc1
    1, 7, -31[20 µM], 0, 0.6, 22, 1.1, 5, 6
> C/C(=N/n1cnnc1)c1cccnc1
    1, 1, -17, 3, 0.67, 6, -0.1, 1, -3
> Cc1cc(NC(=O)CSc2nc3c(sc4ccccc43)c(=O)n2CCCN2CCOCC2)n[nH]1
    2, -5, 2[20 µM], -8, 1.7, 14, -0.4, 3, 3
> CCCC(=O)Nc1cccc(-c2nc3ccccc3c(=O)o2)c1
    2, -1, -24, -1, 0.022, 7, 0.8, -17, -5
> CN(CCc1ccccn1)C(=O)Nc1ccc(C(C)(C)C)cc1
    2, -11, -6, 3, 1.8, 1, 0.2, -10, -1
> O=C(NC1CCCC1)C(c1cccs1)N(C(=O)c1ccno1)c1ccccc1 (stereo not drawn)
    -2, -7, -7[20 µM], 3, 1.1, 5, -0.3, -6, -5
> Cc1nn(C)cc1NC(=O)Cn1nc(C(F)(F)F)cc1C1CC1
    1, -15, -23, 3, -0.0029, 4, 1.8, -6, 1
> CCOc1cc([N+](=O)[O-])cc2c1C(=O)Nc1ccccc1O2
    1, -28, -26, 4, 0.26, -10, 1.4, 0, -7
> O=C(NCc1cccnc1)c1ccc(NC(=O)c2ccco2)cc1
    -4, 0, -3[20 µM], 5, 0.16, 2, 0.3, -7, -4
> C=CCOc1ccc(Br)cc1CNCCCN1CCOCC1
    3, -14, -3, 2, 0.42, 9, 0.0, -9, 2
> Cc1cc(S(=O)(=O)Nc2c(C)nn(C)c2C)c(Cl)cc1Cl
    -2, 2, -16, 8, -0.8, 7, 1.5, -2, 7
> O=C(Nc1ccc(N2CCOCC2)c(Cl)c1)c1ccc(Br)o1
    11*, -7, 5[20 µM], 1, 0.54, 0, -0.3, -7, 0
> COc1cccc(NS(=O)(=O)c2ccc(OC)c(OC)c2)c1
    3, 7, -25, 4, 0.48, 6, 0.0, -2, -15
> N=c1c(C(=O)NCc2ccccc2)cc2c(=O)n3ccccc3nc2n1Cc1ccco1
    -2, -104, -14[20 µM], 23*, -1.7, 7, -1.3, 0, -1
> CNC(=O)c1oc(-c2ccccc2)nc1C
    7, -28, -15, -2, -0.41, -5, 1.6, -1, -7
> O=C(N/N=C/c1c(O)n(-c2ccc(Cl)cn2)c(=O)c2ccccc12)C1CC1
    0, -48, -8, 7, -0.27, 5, 0.5, -14, 0
> Cc1ccc(CN2CCN(CC(=O)N=Nc3c(O)[nH]c4ccccc34)CC2)cc1
    2, 4, -9, 6, 0.15, 3, -0.2, -8, 0
> N=C(N)SCc1ncccc1O
    0, -4, -14, 5, -0.36, 5, 1.9, -1, -2
> O=C(OCc1ccccc1F)c1ccc2c(c1)OCCO2
    -1, 3, 9[20 µM], 0, -0.22, -11, 2.1, -8, -16
> CCCOc1ccc(-c2nnn(CC(=O)c3c[nH]c4ccccc34)n2)cc1
    2, 18, -18[20 µM], 5, 1.5, 11, 0.5, -3, -6
> COc1cc(C(=O)Nc2nc3ccc(C)cc3s2)ccc1OCc1c(C)noc1C
    0, 1, -21, 2, ., 3, -0.6, 0, -15
> CC1CCN(C(=O)CSc2nnc(CNC(=O)c3ccco3)o2)CC1
    -2, 3, -9[20 µM], -9, ., 16, -0.4, 3, 7
> Cc1ccccc1-n1c(SCC(=O)N(C)C2CCS(=O)(=O)C2)nnc1-c1ccncc1 (stereo not drawn)
    -2, -2, -25, 5, -0.14, 6, 0.7, -23, -5
> CCOC(=O)C(=O)c1csc(NC(=O)COc2ccc(N(C)S(=O)(=O)c3ccc(F)cc3)cc2)n1
    0, -14, -12[20 µM], 3, -0.27, 16, -1.4, 3, 3
> N=c1c2c(ncn1Cc1ccco1)Oc1cc(O)ccc1C2c1ccccc1 (stereo not drawn)
    4, -4, 1, 14, 0.025, 5, 0.2, -6, 0
> CC12CC(c3ccccc3O1)N(C(=O)c1ccc(Br)o1)C(=O)N2c1ccccc1 (stereo not drawn)
    0, -8, -17[20 µM], 2, -0.019, 10, 0.8, 0, -4
> COc1cccc(C(=O)NNC(=O)CCc2ccccc2)c1
    3, -13, -20, 1, 0.59, 3, 1.2, 1, -3
> O=C(NCc1cccnc1)Nc1ccccc1F
    -2, -5, -6[20 µM], 1, 0.19, 15, 0.0, 5, 6
> FC(F)(F)Sc1ccc(NC(=S)NCc2ccccc2)cc1
    -1, -2, -9, 2, 0.65, 0, -0.1, -5, -3
> O=C(O)c1ccc(N2C(=O)CC(N3CCC(c4nc5ccccc5[nH]4)CC3)C2=O)cc1 (stereo not drawn)
    -3, -2, -16, 4, 0.015, 4, 0.3, -6, -3
> CN1CCN(C(=O)Nc2ccc3c(c2)N(C)C(=O)c2ccccc2S3)CC1
    -1, 1, -22, 2, -0.016, 7, 0.3, 3, 0
> CCN(CC)S(=O)(=O)c1ccc2[nH]cc(C(=O)NCCC3=CCCCC3)c(=O)c2c1
    -2, -11, -18[20 µM], 1, -2.5, 11, -0.8, 1, 3
> CCOC(=O)C1CCN(CCC(=O)Nc2ccc(C)c(C)c2)CC1
    1, 1, -31, 5, -0.34, 3, 1.2, -9, -3
> N=C(c1ccc([N+](=O)[O-])cc1)N1CCCCC1
    6, -6, -14, 3, -0.49, 1, 1.6, -10, -6
> Cc1cc(=O)oc2cc(OC(C)C)ccc12
    -2, -23, -59, 3, 0.056, 5, 0.4, -1, -2
> Cc1cc(C(=O)OCC(=O)Nc2ncc(C(F)(F)F)cc2Cl)c(C)o1
    4, -25, -25, -5, 0.017, 6, 1.1, -10, -3
> Cc1ccc(C2N(c3ccc(Cl)cc3)C(=O)N3CCCN23)cc1 (stereo not drawn)
    2, 15, -12, -3, -0.61, 8, -0.8, 0, -13
> CCOc1ccccc1NC(=O)Nc1cc(OC)ccc1OC
    2, -1, -21[20 µM], -5, ., -10, 0.7, -5, -11
> CCOC(=O)c1cn(CC(=O)Nc2ccc(OC)cc2OC)nn1
    0, ., -21, -3, -0.21, 7, 2.1, 0, 2
> CC1=CC2=NC(=O)/C(=C/c3coc4ccc(Cl)cc4c3=O)C(=N)N2O1
    2, -6, -3, 8, -9.5*, 5, 0.7, -4, 4
> COC(=O)c1cn(C(=O)c2ccccc2)c2ccccc12
    -3, 5, -20, 1, -1, 8, 1.0, -10, -1
> O=C(O)C1C2C=CC(C2)C1C(=O)NC1CCN(Cc2ccccc2)CC1 (stereo not drawn)
    1, -2, -18, 4, ., -1, -0.8, -8, -9
